Myeloid diff MLP: compounds promoting myeloid differentiation | ER-HoxA9 myeloid progenitors, lysozyme-GFP differentiation, flow cytometry | 360,000 tested, 1% active | calls only at 10 µM;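 active = normalized GFP-positive differentiation at or above the plate's own cutoff, the solvent-only control mean plus 3 SD; inconclusive = no clear call, values can overlap the other calls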;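 note: cells exposed to compound for four days before flow analysis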
West Nile antiviral: inhibition of WNV-induced cytopathic effect – cell-based, CPE readout (AID 1621) | West Nile virus-infected cells, CPE inhibition; higher % means a stronger effect | 290,000 tested, 0.02% active | CPE inhibition, % at 10 µM, or IC50 in µM where a hit was titrated; in the data active = a potency from the dose series; inconclusive = CPE inhibition mostly from about 3.7% at the one dose, without a potency; inactive = the rest, 99 in 100 with CPE inhibition below about 2.2%; note: strong numbers were not always called active
T cell modulator: T cell immune modulators affecting CD8 T cell-vesicle binding. 2C CD8+ T cell-vesicle binding, flow cytometry; hits give low values. calls only at 7 µM. 330,000 tested, 0.068% active. AID 2052;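 active = response, share of CD8 T cells binding vesicles, and their 90th percentile fluorescence all below set limits, cut at about 80% in these data, passing the limit was not always enough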
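Incubation: binding step 1.5 h, 37 °C, antibody labelling 20 min, ice; system: murine 2C transgenic CD8+ T lymphocytes; technique: cytometric PE anti-B7-1 and Alexa647 anti-CD8 signals after 1% paraformaldehyde fixation; also added: QL9-charged Drosophila Ld/ICAM-1/B7-1 vesicles; control set: naked versus QL9-loaded vesicles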
T cell modulator vesicle-bound %: also measured in T cell modulator; calls as there; double positive events, %; measured here: CD8+ vesicle-bound cell fraction;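 binding gate set so that unloaded-vesicle control wells show 10% double positive cells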
Myeloid diff MLP GFP+ MAC1+ %: second read-out of Myeloid diff MLP, no call of its own (marks repeat the call); GFP+ MAC1+ double positive, %; measured here: differentiation confirmed by MAC1 staining
Numbers without * were called inactive; i = inactive; ? = inconclusive; . = not tested or not shown; + = active, no number. The list is partial. The share of hits here may be higher or lower than overall.

SMILES	Myeloid diff MLP	Myeloid diff MLP GFP+ MAC1+ %	West Nile antiviral	T cell modulator	others
Cc1ccc(O)c(CN2CCC3CCC(C3)C2)c1 (stereo not drawn)	i	0.8	.	.
NC(Cc1ccccc1)c1nn[nH]n1 (stereo not drawn)	i	0.7	.	.
CCCCn1nnnc1C(c1cccc(OC)c1OC)N1CCC2(CC1)C(=O)NCN2c1ccccc1 (stereo not drawn)	i	1.3	.	.
CC12Cc3cn[nH]c3C=C1CCC1C2CCC2(C)C1CCC2(C)O (stereo not drawn)	i	0.7	.	.
CC(=O)N1Cc2cnnn2-c2ccccc2C1(C)C#N (stereo not drawn)	i	0.3	.	.
C[C@H]1[C@@H](OS(=O)(=O)O)C[C@@H]2C[C@H]([C@@H](O)c3cc(=O)[nH]c(=O)[nH]3)NC3=NC[C@H]1N32	?	.	.	.
OCC1OC(n2cnc3cc(Cl)c(Cl)cc32)C(O)C1O (stereo not drawn)	i	0.2	.	.
O=C1C(Br)C2CCC1C2C(=O)O (stereo not drawn)	i	0.3	.	.
CCOC(=O)CNC(=O)N1Cc2ccc(Br)cc2-n2nncc2C1	?	.	.	.
C[C@]12CCC(=O)C=C1C=CC1C2CC[C@@]2(C)C1CC[C@@H]2O (stereo partly drawn)	i	0.5	.	.
O=C(NCC1=C(c2ccc3ccccc3c2)C[C@@H]2CC[C@H]1N2Cc1ccco1)c1ccc([N+](=O)[O-])cc1	i	0.3	.	.
Cc1cccc(C)c1-n1nnnc1C(c1ccnc2ccccc12)N1CCC2(CC1)C(=O)NCN2c1ccccc1 (stereo not drawn)	i	1.3	.	.
C[C@@H]1CN([C@H](C)CO)C(=O)CCCn2nncc2CO[C@H]1CN(C)C(=O)Oc1cccc2ccccc12	i	1.6	.	.
CCC(c1nnnn1-c1ccc2c(c1)OCCO2)N1CCC2(CC1)C(=O)NCN2c1ccccc1 (stereo not drawn)	i	1.0	.	.
c1ccc(C(c2ccccc2)c2cccnc2)cc1	i	0.3	.	.
O=C(CCc1ccccc1)N1Cc2cc(N3CCCCC3)ccc2-n2nncc2C1	i	1.1	.	.
CCOC(=O)[C@]12Cc3ccccc3[C@H]1N(Cc1ccccc1)C(=O)c1cc(F)c(F)cc12	i	1.6	.	.
CCC(c1nnnn1C(C)(C)C)N1CCC2(CC1)C(=O)NCN2c1ccccc1 (stereo not drawn)	i	0.5	.	.
O=C(Nc1ccc(C(=O)O)cc1)Oc1ccc(N(CCCl)CCCl)cc1	?	.	.	.
O=c1[nH]cnc2nc(-c3ccc(N(CCCl)CCCl)cc3)[nH]c12	i	0.5	.	.
CC1CCCN1CCC(C(N)=O)(c1ccccc1)c1ccccc1 (stereo not drawn)	i	1.5	.	.
C[C@@]12CC[C@@H](c3cc4c(cc3C1)OCO4)N2c1ccccc1	i	2.4	.	.
c1cc(OCCN2CC2)ccn1	i	1.5	.	.
CCOC(=O)C12C(=O)OCC1C2c1ccccc1 (stereo not drawn)	i	0.8	.	.
COc1ccc2nc(-c3ccc(CN4CCC(n5c(=O)[nH]c6ccccc65)CC4)cc3)c(-c3ccccc3)nc2c1	i	3.4	.	.
Oc1ccc(CCN2CCCCC2)cc1	i	0.9	.	.
C#C[C@]1(O)CC[C@H]2[C@@H]3[C@H](O)C[C@H]4C[C@@H](O)CC[C@]4(C)[C@H]3CC[C@@]21C	i	0.5	.	.
NC1(C(=O)O)CCCc2ccc(N(CCCl)CCCl)cc21 (stereo not drawn)	i	7.1	.	.
O=C1NCN(c2ccccc2)C12CCN(C(c1ccnc3ccccc13)c1nnnn1C1CCCC1)CC2 (stereo not drawn)	i	0.8	.	.
CC1CC=CCC12C(=O)NC(=S)NC2=O (stereo not drawn)	+	12*	.	.
O=C1C=C(N2CC2)c2ccccc2C1=O	i	1.3	.	.
CN1CCCC1c1ccc(=O)[nH]c1 (stereo not drawn)	i	1.0	.	.
Cc1ccc(OC(=O)N(C)C[C@H]2OCc3cnnn3CCCC(=O)N([C@@H](C)CO)C[C@H]2C)cc1	i	0.4	.	.
O=C(CCN1CC1)OCCOC(=O)CCN1CC1	i	0.8	.	.
CN1Cc2ccccc2-n2nncc2C1	i	0.7	.	.
N#CC1c2ccccc2-n2nncc2CN1Cc1cc(Cl)cc(Cl)c1 (stereo not drawn)	?	.	.	.
O=C1NC(=S)NC(=O)C1c1ccccc1	i	2.2	.	.
O=C(C1CCCCC1)N1Cc2ccccc2-n2nncc2C1	i	0.5	.	.
CN1C(=O)CN=C(c2ccc[nH]2)c2cc(Cl)ccc21 (tested in a mixture with another compound)	i	0.5	.	.
Cc1ccccc1-[n+]1c(-c2ccccc2)cc(-c2ccccc2)cc1-c1ccccc1	i	3.7	.	.
O=C(Cc1c(-c2ccccc2)nc2ccc(Br)cn12)N1CCCC1	i	2.2	.	.
COc1cc2c(cc1OC)C13CCN4C=C5CCOC6CC(=O)N2C1C6C5CC43 (stereo not drawn)	i	2.0	.	.
O=[N+]([O-])c1ccc(N(CCO)CCO)c2c1no[n+]2[O-]	i	0.8	.	.
O=C(O)C1C2c3ccccc3C(=O)C1(C(=O)O)c1ccccc12 (stereo not drawn)	i	1.0	.	.
C/C=C1\NC(=O)[C@H](C)NC(=O)[C@@H](NC(=O)[C@H](Cc2ccc(O)cc2)NC(=O)[C@@H](NC(=O)/C(C)=C/C)C(C)C)[C@@H](C)OC(=O)[C@H](CCCc2ccc(O)cc2)NC(=O)[C@@H](CCC(=O)O)NC1=O	i	1.3	.	.
ClCCN(CCCl)c1ccc(C=Cc2ccncn2)cc1	?	.	.	.
CC1CN1P(=O)(Oc1ccccc1)N1CC1C (stereo not drawn)	i	1.0	.	.
NC(Cc1ccc(F)cc1)c1csc(Nc2ncccn2)n1 (stereo not drawn)	?	.	.	.
CC1(C)NC(=S)C(C)(C)N1N=O	i	1.7	.	.
Cc1ccc(NC(=O)N2CC2)cc1NC(=O)N1CC1	i	0.9	.	.

17 compounds already listed, sorted by molecular weight, high to low:
SMILES	Myeloid diff MLP	Myeloid diff MLP GFP+ MAC1+ %	West Nile antiviral	T cell modulator	others
C/C=C1\NC(=O)[C@H](C)NC(=O)[C@@H](NC(=O)[C@H](Cc2ccc(O)cc2)NC(=O)[C@@H](NC(=O)/C(C)=C/C)C(C)C)[C@@H](C)OC(=O)[C@H](CCCc2ccc(O)cc2)NC(=O)[C@@H](CCC(=O)O)NC1=O	i	1.3	.	.
Cc1ccc(OC(=O)N(C)C[C@H]2OCc3cnnn3CCCC(=O)N([C@@H](C)CO)C[C@H]2C)cc1	i	0.4	.	.
Cc1ccccc1-[n+]1c(-c2ccccc2)cc(-c2ccccc2)cc1-c1ccccc1	i	3.7	.	.
COc1cc2c(cc1OC)C13CCN4C=C5CCOC6CC(=O)N2C1C6C5CC43 (stereo not drawn)	i	2.0	.	.
O=C(Cc1c(-c2ccccc2)nc2ccc(Br)cn12)N1CCCC1	i	2.2	.	.
N#CC1c2ccccc2-n2nncc2CN1Cc1cc(Cl)cc(Cl)c1 (stereo not drawn)	?	.	.	.
ClCCN(CCCl)c1ccc(C=Cc2ccncn2)cc1	?	.	.	.
NC(Cc1ccc(F)cc1)c1csc(Nc2ncccn2)n1 (stereo not drawn)	?	.	.	.
O=C(O)C1C2c3ccccc3C(=O)C1(C(=O)O)c1ccccc12 (stereo not drawn)	i	1.0	.	.
O=C(C1CCCCC1)N1Cc2ccccc2-n2nncc2C1	i	0.5	.	.
Cc1ccc(NC(=O)N2CC2)cc1NC(=O)N1CC1	i	0.9	.	.
O=C(CCN1CC1)OCCOC(=O)CCN1CC1	i	0.8	.	.
CC1CN1P(=O)(Oc1ccccc1)N1CC1C (stereo not drawn)	i	1.0	.	.
O=C1NC(=S)NC(=O)C1c1ccccc1	i	2.2	.	.
CN1Cc2ccccc2-n2nncc2C1	i	0.7	.	.
CC1(C)NC(=S)C(C)(C)N1N=O	i	1.7	.	.
CN1CCCC1c1ccc(=O)[nH]c1 (stereo not drawn)	i	1.0	.	.

(listing goes on)
SMILES	Myeloid diff MLP	Myeloid diff MLP GFP+ MAC1+ %	West Nile antiviral	T cell modulator	others
CC(C)C[C@H]1COc2cc(N3CCN(C)CC3)ccc2S(=O)(=O)N1	i	0.6	.	.
COc1c(OP2(=S)OCC(C)(C)CO2)cnn(C2CCCCC2)c1=O	i	1.1	.	.
O=C1NC(=O)C(Cc2ccccc2)C(=O)N1	i	1.6	.	.
Cc1cc2c(cc1C)NP(=S)(c1ccccc1)N2	i	0.8	.	.
COc1ccc(CN2Cc3cnnn3-c3ccccc3C2c2ccccc2)cc1 (stereo not drawn)	+	2.8*	.	.
O=c1[nH]c2ccccc2n1C1CCN(C(c2ccnc3ccccc23)c2nnnn2-c2ccc3c(c2)OCCO3)CC1 (stereo not drawn)	i	1.2	.	.
c1ccc(CCN2CCCCC2)nc1	i	1.0	.	.
Cc1cccc(C(O)(C(=O)O)c2ccccc2)c1 (stereo not drawn)	i	1.5	.	.
O=C1NC(=O)C(=CCc2ccccc2)C(=O)N1	i	0.9	.	.
COC1C(C)OC(OC2CC(C)(O)Cc3cc4c(c(O)c32)C(=O)c2c(O)cc3c(c2C4=O)OC2OC3(C)C(O)C(N(C)C)C2O)C(OC)C1(C)OC (stereo not drawn)	?	.	.	.
O=C1NCN(c2ccccc2)C12CCN(C(c1nnnn1Cc1ccccc1)C1CC1)CC2 (stereo not drawn)	i	1.5	.	.
S=C(NCCc1ccccc1)N1Cc2cc(-c3ccccc3)ccc2-n2nncc2C1	i	0.7	.	.
CCC1([N+](=O)[O-])COP(N)(=O)OC1 (stereo not drawn)	i	1.9	.	.
C[C@]1(O)CCC2C3CC[C@H]4C[C@@H](OC(=O)[C@@H](N)CCCCN)CC[C@]4(C)C3CC[C@@]21C (stereo partly drawn)	i	0.7	.	.
COC(=O)C1=C(c2cc3ccccc3s2)C[C@@H]2CC[C@H]1N2C(=O)NCCNC(C)=O	i	1.6	-0.7%	.
Cc1ccc(C2CC3CCC(C2)N3Cc2ccccc2F)cc1 (stereo not drawn)	i	0.8	-1.0%	.
CC(N)C(=O)OC(C)(C)Cc1ccc(Cl)cc1 (stereo not drawn)	i	5.1	.	i	T cell modulator vesicle-bound %=28
O=[N+]([O-])c1cccc(CCl)c1	i	1.7	.	i	T cell modulator vesicle-bound %=15
COc1cc(CCN)ccc1O	i	1.8	.	i	T cell modulator vesicle-bound %=62
NCCc1ccc(S(=O)(=O)F)cc1	i	3.4	.	i	T cell modulator vesicle-bound %=25
O=C(CN1CCN(C(=O)COc2cccc(F)c2)CC1)Nc1ccc(Cl)c(C(F)(F)F)c1	i	0.1	.	i	T cell modulator vesicle-bound %=43
Cc1ccc(C[n+]2c(-c3ccc(C)cc3)cc(-c3ccc(C)cc3)cc2-c2ccc(C)cc2)cc1	?	.	.	i	T cell modulator vesicle-bound %=31
C[C@]12CC[C@H](O)C[C@@H]1CC[C@@H]1[C@@H]2CC[C@]2(C)[C@@H](C(=O)O)C[C@@H]12	i	1.5	.	i	T cell modulator vesicle-bound %=35
CC(C)C[C@H](NP(=O)(O)O[C@@H]1O[C@@H](C)[C@H](O)[C@@H](O)[C@H]1O)C(=O)N[C@@H](Cc1c[nH]c2ccccc12)C(=O)O	i	1.1	.	i	T cell modulator vesicle-bound %=14
COC(=O)C1=C(c2ccc(F)cc2OCc2ccccc2)C[C@@H]2CC[C@H]1N2C(=O)NCc1cccc(OC)c1	i	1.7	.	i	T cell modulator vesicle-bound %=26
C#C[C@]1(O)[C@H](O)CC2C3CC[C@H]4C[C@@H](O)CC[C@]4(C)C3CC[C@@]21C (stereo partly drawn)	+	6.2*	.	i	T cell modulator vesicle-bound %=38
CCCNC(=O)N1[C@H]2CC[C@@H]1C(C(=O)OC)=C(c1cccc(Cl)c1)C2	i	1.7	.	i	T cell modulator vesicle-bound %=18
COc1ccc(Br)cc1CNCCc1ccc2c(c1)OCO2	i	0.5	.	i	T cell modulator vesicle-bound %=31
Cc1nc2cc([N+](=O)[O-])ccc2c(=O)n1-c1cccc(Br)c1	i	0.5	.	i	T cell modulator vesicle-bound %=29
COc1ccc(C(c2ccc(OC)cc2)C(Cl)(Cl)Cl)cc1	i	2.3	.	i	T cell modulator vesicle-bound %=27
CC(C)CNC(=O)/C=C/C=C/CCCCCC/C=C/c1ccc2c(c1)OCO2	i	2.1	.	i	T cell modulator vesicle-bound %=14
COC(=O)C1=C(c2ccc(OC(F)(F)F)cc2)C[C@@H]2CC[C@H]1N2C(=O)NCCCOC(C)C	i	0.2	.	i	T cell modulator vesicle-bound %=18
